Fam108B counter: mouse Fam108B serine hydrolase inhibitors, primary screen, counter-screen for RBBP9 inhibitor project, biochemical, fluorescence polarization; 300,000 compounds, 0.33% hits; recombinant Fam108B, FP-Rh probe fluorescence polarization; inhibition, % at 9.51 µM; AID 1947, 2009;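 active = inhibition above the screen mean inhibition plus 3 SD, computed separately per campaign, cut at about 18% in these data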;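 also: inhibitors lower polarization as less probe binds the enzyme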
VLA-4 inh: inhibition in human VLA-4 binding assay, primary screen, VLA-4 allosteric modulator project, MLPCN library, flow cytometry, VLA-4 expressing cells; ligand binding flow cytometry; 330,000 compounds, 0.2% hits; inhibition, % (about 7 µM as worked out from the volumes in the protocol); AID 2557, 2010; in the data active = inhibition above about 50%
PME-1 primary: PME-1 inhibitors via competitive probe labeling, primary screen, biochemical, fluorescence polarization, FP-Rh probe, HTS; Protein phosphatase methylesterase 1 (Homo sapiens), Q9Y570; recombinant PME-1; inhibition, % at 5.9 µM; 320,000 compounds, 0.53% hits;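 active = inhibition above the campaign mean of all compounds plus 3 SD, cut at about 26% in these data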;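 also: competitive labeling of PME-1 active site by serine hydrolase directed probe; 0% = PME-1 with DMSO and 100% = wells lacking PME-1 enzyme; inhibitors block probe labeling so polarization falls and inhibition rises; many of its hits are not listed in these tables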
GLD-1 TGE inh: GLD-1/TGE RNA complex disruptors, primary screen, biochemical, fluorescence polarization | Female germline-specific tumor suppressor gld-1 (Caenorhabditis elegans), Q17339 | purified GLD-1 + fluorescein TGE RNA | inhibition, % at 5.96 µM | 320,000 compounds, 0.44% hits | AID 2280, 2010;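 active = percent inhibition above a per-plate cutoff, the plate mean of test compounds plus 3 SD, cut at about 30% in these data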;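 also: 0% = DMSO wells with GLD-1 and probe and 100% = wells lacking GLD-1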
Efflux pump mplx: inhibitors of Candida efflux pumps in yeast, primary screen, S. cerevisiae, Nile Red, multiplex. S. cerevisiae Candida pump triplex. AID 485275, 2010. inhibition, % at 10 µM. 330,000 compounds, 0.44% hits;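 active = plate passing quality check with inhibition over a set limit, or well fluorescence over plate mean plus 4 SD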;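 also: Nile Red retained in pooled yeast measured as flow cytometry median fluorescence; 0% = buffer negative control and 100% = Enniatin B positive control; higher means more Nile Red kept so more efflux inhibition; some compounds called inactive have numbers as strong as hits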
MCL1 BIM primary: inhibitors of MCL1 binding to BIM-BH3, primary screen, biochemical, fluorescence polarization | 320,000 compounds, 0.68% hits | AID 2057, 2009 | inhibition, % at 10.9 µM | Induced myeloid leukemia cell differentiation protein Mcl-1 (Homo sapiens), Q07820 | GST-MCL1 / FITC-Bim-BH3 fluorescence polarization;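 active = inhibition above the mean inhibition of all tested compounds plus 3 SD, set per campaign, cut at about 40% in these data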;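 also: 0% = DMSO wells and 100% = unlabeled Bim-BH3 peptide control; higher means more loss of mP so more displacement of Bim peptide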
Target sequence (Q07820 whole entry, looked up): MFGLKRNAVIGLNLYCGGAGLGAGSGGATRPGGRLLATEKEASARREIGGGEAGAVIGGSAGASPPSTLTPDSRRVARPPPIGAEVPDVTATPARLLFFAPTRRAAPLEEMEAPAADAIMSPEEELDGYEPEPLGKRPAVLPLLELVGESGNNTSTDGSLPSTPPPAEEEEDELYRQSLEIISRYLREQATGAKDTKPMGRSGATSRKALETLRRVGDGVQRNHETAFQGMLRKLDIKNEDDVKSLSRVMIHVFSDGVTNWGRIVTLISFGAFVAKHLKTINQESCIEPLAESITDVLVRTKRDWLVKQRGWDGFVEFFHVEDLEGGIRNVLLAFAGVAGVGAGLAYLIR
BCLXL inh: inhibitors of human Bcl-xL, primary screen, biochemical, fluorescence polarization, HTS; Bcl-2-like protein 1 (Homo sapiens), Q07817; GST-Bcl-xL / FITC-Bim BH3 peptide fluorescence polarization; inhibition, % at 10.9 µM; 320,000 compounds, 0.7% hits;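 active = inhibition above the mean of all tested compounds plus 3 SD, cutoff set per campaign, cut at about 30% in these data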;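 also: 0% = DMSO wells and 100% = unlabeled Bim-BH3 peptide competitor; inhibitors lower millipolarization by displacing the labeled peptide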
MEX-5 binding: MEX-5 zinc finger RNA-binding disruptors – biochemical, C. elegans, fluorescence polarization, MLPCN library, primary screen; 300,000 compounds, 0.38% hits; AID 1832, 2009; MEX-5/FITC-TCR2 RNA binding; active compounds read low; activity score (negative = inhibition of binding), % at 10 µM;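 active = inhibition past about -25% in most replicates, and total fluorescence under double the plate's negative control median, limit read from the data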;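 also: 0% = DMSO and -100% = 5 µM competing unlabeled TCR2 RNA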
GRK2 aptamer HTS: compounds blocking aptamer binding on GRK2 – biochemical, human GRK2, bead flow cytometry, HTS, primary screen | Beta-adrenergic receptor kinase 1 (Homo sapiens), P25098 | AID 488847, 2010 | 330,000 compounds, 0.59% hits | inhibition of aptamer binding, % at 10 µM | FAM-aptamer displacement from GRK2;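 active = inhibition of aptamer binding above 40%, roughly 3 SD of noise, on plates passing a quality check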;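 also: median bead fluorescence of bound FAM aptamer so fluorescent compounds give negative values; no value below 0 was filed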
Target sequence (P25098 whole entry, looked up): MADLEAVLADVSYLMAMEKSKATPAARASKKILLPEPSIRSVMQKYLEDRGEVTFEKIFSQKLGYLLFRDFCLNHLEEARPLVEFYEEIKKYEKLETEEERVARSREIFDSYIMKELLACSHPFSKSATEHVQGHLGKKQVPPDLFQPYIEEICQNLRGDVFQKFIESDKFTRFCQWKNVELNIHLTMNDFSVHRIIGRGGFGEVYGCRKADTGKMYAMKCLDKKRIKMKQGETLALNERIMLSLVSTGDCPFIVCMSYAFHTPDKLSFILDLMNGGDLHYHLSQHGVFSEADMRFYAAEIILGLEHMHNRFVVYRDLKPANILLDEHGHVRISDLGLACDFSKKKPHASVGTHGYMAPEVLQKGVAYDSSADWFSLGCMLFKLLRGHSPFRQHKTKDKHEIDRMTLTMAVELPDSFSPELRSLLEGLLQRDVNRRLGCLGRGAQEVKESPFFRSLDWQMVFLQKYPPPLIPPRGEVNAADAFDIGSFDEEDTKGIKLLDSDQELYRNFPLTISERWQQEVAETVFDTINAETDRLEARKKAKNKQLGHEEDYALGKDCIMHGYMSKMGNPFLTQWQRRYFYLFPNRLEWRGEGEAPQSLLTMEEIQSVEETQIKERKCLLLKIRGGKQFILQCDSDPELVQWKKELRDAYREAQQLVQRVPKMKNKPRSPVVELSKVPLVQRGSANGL
An asterisk follows results filed as active; nt = no result given. An excerpt (hit frequency here may not be typical).

SMILES	Efflux pump mplx	GLD-1 TGE inh	MCL1 BIM primary	MEX-5 binding	BCLXL inh	PME-1 primary	Fam108B counter	VLA-4 inh	GRK2 aptamer HTS
Cc1cc(=O)oc2cc(OCC(=O)NCCCN3CCOCC3)ccc12	0.1	9	9	0.0	7	-1	-2	3	4
CN(Cc1ccccc1C#N)S(=O)(=O)c1cccs1	0.0	8	7	0.2	2	4	-1	10	0
CSc1ccc(C(=O)C2CCCN(C(=O)c3ccc4c(c3)no[n+]4[O-])C2)cc1 (stereo unspecified)	-0.1	-5	-6	-1.0	-2	8	5	-1	0
COc1ccc(S(=O)(=O)N2CCC(C(=O)Nc3cccc(C(C)=O)c3)CC2)cc1	0.1	-2	6	1.6	7	3	3	-3	2
N[C@@H](Cc1ccc(O)c(I)c1)C(=O)O	0.0	-1	-8	1.3	0	-1	2	15	0
Cc1ccccc1C(OCCN(C(C)C)C(C)C)c1ccccc1 (stereo unspecified)	0.7	5	6	0.1	6	2	-1	8	0
O=C(CC1SC(=NCC2CCCO2)NC1=O)Nc1cc([N+](=O)[O-])ccc1Cl (stereo unspecified)	0.1	0	5	-0.3	2	3	1	5	0
Cc1cc(Nc2c(C#N)c(N)nn2C)ccc1F	-0.1	5	10	0.3	5	2	3	0	4
COc1ccccc1CNC(=O)[C@@H](NC(=O)C1CCN(C(=O)[C@@H]2CCCN2)CC1)C(C)C	-0.1	6	0	-2.8	-2	-3	-6	-14	0
O=C(NCc1ccco1)c1noc2c1CCCC2	-0.1	-4	-1	-0.8	5	-4	-1	10	1
CC(=O)N1CCc2cc(S(=O)(=O)CCC(=O)NCc3cccs3)ccc21	0.2	-2	3	1.8	1	1	3	-6	2
Cc1c(C)c2cc(Cl)c(OC(C)C(=O)NCCN3CCOCC3)cc2oc1=O (stereo unspecified)	-0.1	5	-2	-4.1	8	-2	4	8	2
Cc1cccc(NC(=O)CCNC(=O)c2ccccc2)c1	-0.1	0	-1	-0.4	0	-1	-1	5	0
COc1ccc(C(=O)N(Cc2sccc2C)C2CCS(=O)(=O)C2)cc1 (stereo unspecified)	-0.1	-5	15	1.5	2	-6	0	6	5
Cc1ccc(C(=O)Oc2ccc(-c3nccc(-c4ccccn4)n3)cc2)cc1	0.0	2	5	0.9	3	2	1	24	0
CC(C)(C)NC(=O)c1nn(Cc2ccccc2)c(=O)c2ccccc12	0.0	9	6	0.2	3	0	1	-8	0
CCS(=O)(=O)N1CCN(c2ccc([N+](=O)[O-])c(NCc3ccccc3)c2)CC1	0.0	9	2	-1.5	5	11	2	-6	0
CCCCN(C(=O)CSc1ncnc2sccc12)c1c(N)n(Cc2ccccc2)c(=O)[nH]c1=O	0.4	3	nt	nt	nt	nt	nt	-12	0
COc1cccc(NC(=O)CCN2C(=O)c3cccc([N+](=O)[O-])c3C2=O)c1	-0.3	3	-5	-0.3	2	-6	-2	-1	0
O=S(=O)(NCc1ccco1)c1ccc(Cl)nc1	-0.2	1	12	0.8	8	-1	3	13	1
Cc1cc2cc(CCNC(=O)c3cccc([N+](=O)[O-])c3)c(=O)[nH]c2cc1C	-0.3	5	-1	0.2	3	3	-1	5	7
N#CCCn1cc(/C=N/N=C2\NC(=O)C(CC(=O)O)S2)c(-c2ccc(F)cc2)n1 (stereo unspecified)	0.2	1	3	-0.3	-1	-2	4	-8	1
CCc1ccc(N2C(=O)C(Cl)=C(Nc3ccc(C(=O)N4CCCC4)cc3)C2=O)cc1	0.1	2	0	nt	8	6	nt	-74	0
O=C(Nc1cc(S(=O)(=O)N2CCOCC2)ccc1Cl)c1cc2ccccc2o1	0.2	5	7	nt	1	0	nt	7	1
CN(C)C=NC(=O)c1cc(C(=O)c2ccc(Cl)cc2Cl)c[nH]1	-0.1	2	10	-1.4	0	-10	11	3	0
COc1ccc(-c2ccc3c(c2)S(=O)(=O)c2cccc(C(=O)N4CCN(C5CCCCC5)CC4)c2C3=O)cc1OC	0.5	-17	nt	nt	nt	nt	nt	-147	1
O=C(O)c1ccc(CSc2ncnc3c2cnn3Cc2ccccc2)cc1	-0.2	-2	10	2.3	7	-9	1	nt	0
O=C(CNS(=O)(=O)c1ccc(F)cc1)N1CCCC1	0.0	-3	3	-1.2	3	0	2	8	0
NC(=O)COc1c(-c2ccco2)oc2ccccc2c1=O	0.0	5	7	-3.6	6	4	-1	-6	0
O=C(c1cnn(-c2ccccc2)c1)c1cc(F)ccc1O	0.0	-3	-6	0.5	2	2	1	-1	26
COc1ccccc1NC(=O)N(CCN1CCOCC1)Cc1cc2cc(C)cc(C)c2[nH]c1=O	-0.1	4	2	1.8	2	-4	-3	4	0
CCOc1ccc(-c2n[nH]c(C)c2-c2ccccn2)c(O)c1	0.4	11	-6	-0.2	-5	4	4	-2	0
CN(CC(=O)O/N=C(\N)c1cccc([N+](=O)[O-])c1)S(=O)(=O)c1ccccc1	-0.1	11	1	-1.8	0	8	1	4	0
COc1ccc(C(=O)ON=C2C=C(C)C(=O)C(C)=C2)cc1	0.0	2	3	-8.0	1	-2	-1	-7	1
CCc1cc(OCCCSc2nc(C)cc(=O)[nH]2)ccc1Cl	-0.1	-1	-7	0.5	0	8	-3	-1	0
CCCCOCP(=O)(CCCC)COCCCC	0.1	-3	1	2.0	7	2	-6	1	3
O=C(CN1C(=O)c2ccccc2S1(=O)=O)NCCSC1CCCCC1	-0.1	-2	1	3.5	4	1	4	-1	2
COCCn1c(N)c(C(=O)OCc2ccccc2)c2nc3ccccc3nc21	0.1	-4	6	-4.1	2	-4	42*	8	1
O=c1cc(-c2ccc(O)cc2)oc2cc(O)c([C@@H]3O[C@H](CO)[C@@H](O)[C@H](O)[C@H]3O)c(O)c12	-0.2	10	nt	nt	nt	nt	nt	11	0
COc1ccc(NC(=O)CC(c2ccc(F)cc2)c2ccc(OC(C)C)cc2)cc1 (stereo unspecified)	0.0	4	17	-0.2	8	6	1	6	0
O=C(CCCOc1ccc(Cl)cc1)Nc1ccc(N2CCOCC2)cc1	0.0	-1	3	-2.0	7	4	-4	-17	5
N#C/C(=C/c1cccc(C(F)(F)F)c1)c1nc(CCN2C(=O)c3ccccc3C2=O)cs1	0.0	-2	4	-3.4	1	-4	-3	-2	0
CN(C)/C=C(/C(=O)c1ccc(Cl)c(Cl)c1)c1nnnn1-c1ccccc1	0.1	-6	-8	-2.3	-1	-8	2	17	2
N=C1C(c2ccccc2)=C(O)CN1c1ccc2c(c1)OCO2	0.1	5	16	1.6	8	-1	2	1	3
CCCn1c(N)c(C(=O)CN(C)CC(=O)Nc2ccccc2CC)c(=O)[nH]c1=O	0.0	-3	-1	nt	5	33*	nt	10	1
CCCc1cc(=O)c2c(O)ccc(OC)c2o1	0.1	4	1	-1.2	6	-2	-2	8	1
COc1ccc(-c2noc(CN(C)C(=O)c3ccc4c(c3)OCO4)n2)cc1	0.0	-6	-2	0.5	2	-5	-1	2	1
O=C(CN1CCN(c2ccccc2O)CC1)Nc1ccc2c(c1)CCC2	0.0	-1	2	0.7	-1	-3	2	3	0
O=C(CSc1c[nH]c2ccccc12)NCC1CCCO1 (stereo unspecified)	0.3	-1	-2	-0.2	-3	0	-2	14	0
CCc1ccc(NC(=O)c2ccc(F)c(S(=O)(=O)N(CC)c3ccccc3)c2)cc1	-0.2	1	7	3.0	3	-20	-27	8	6
CN(CC(=O)Nc1ccccc1C(F)(F)F)C(=O)C1=COCCO1	0.0	5	3	-1.1	-2	0	-2	12	0
Cc1nc(COC(=O)c2ccc(CO)cc2)cs1	-0.2	-2	5	1.9	5	0	0	8	0
O=c1[nH]c2c(cnn2-c2ccc(Cl)cc2)c(=O)n1-c1cccc(Cl)c1	0.1	6	8	1.7	6	1	-1	1	0
CCOC(=O)c1cnn(-c2nc(OC)cc(OC)n2)c1C(F)(F)F	0.1	5	0	-0.9	1	-6	-2	-10	1
CC(NC(=O)CSc1ncccc1C(=O)O)C1CC2CCC1C2 (stereo unspecified)	-0.1	-2	5	-0.6	8	2	-8	6	0
Cc1cc(C)cc(OCc2nnc(SCC(=O)c3ccccc3)o2)c1	-0.1	2	-7	2.7	-3	0	-5	1	4
CC(C)(C(=O)Nc1nccs1)c1ccccc1	0.4	-6	-5	4.8	-1	1	2	8	0
Cc1nn(C)c(C)c1CCC(=O)N1CCCC(C(=O)c2cccc(OC(C)C)c2)C1 (stereo unspecified)	-0.1	-3	-3	0.0	2	-1	-5	-5	0
Cc1cc(C)nc(SCCCNCc2ccc(Br)cc2)n1	-0.1	-1	4	0.9	6	-3	-5	-15	2
CS(=O)(=O)Nc1cccc(C2=NN(C(=O)c3ccco3)C(c3ccco3)C2)c1 (stereo unspecified)	0.1	-2	-1	-3.6	0	-2	0	11	3

Further compounds
SMILES	Efflux pump mplx	GLD-1 TGE inh	MCL1 BIM primary	MEX-5 binding	BCLXL inh	PME-1 primary	Fam108B counter	VLA-4 inh	GRK2 aptamer HTS
O=C(Nc1cccc(Cl)c1)C1CCCCC1	-0.1	6	4	nt	0	3	0	9	2
COCc1cc(=O)[nH]c(/N=C(\N)Nc2ccc(Cl)c(Cl)c2)n1	-0.1	0	0	3.0	3	-6	-1	8	0
Cc1cc(N/C=C(\C#N)S(=O)(=O)c2ccccc2Cl)nc(C)n1	0.0	-5	1	-0.2	0	-1	-2	-2	0
S=C(Nc1ccccc1Cl)N1CCCC(c2ccccc2)=N1	0.1	-4	6	0.9	2	-9	-5	14	2
COc1ccc(S(=O)(=O)N2CCN(Cc3cc(OC)c(OC)c(OC)c3)CC2)cc1	0.0	nt	nt	-5.8	nt	nt	nt	-2	2
N#Cc1cnc(Nc2ccc(F)cc2)nc1N	0.1	-3	-4	-4.9	-2	5	1	-1	0
COC(=O)C(C)Oc1ccc(Cl)c(CN2OCC(C)(C)C2=O)c1 (stereo unspecified)	0.0	-4	-1	-1.0	5	0	1	6	0
COc1cccc2[nH]c3c(N4CCCC(C)C4)ncnc3c12 (stereo unspecified)	0.3	0	-5	-1.9	-3	-5	0	13	0
O=C(O)/C=C\C(=O)Nc1ccccc1F	0.9	4	8	-1.2	8	-4	-3	5	0
Cc1csc(SCCN2C(=O)c3ccccc3C2=O)n1	-0.1	1	-2	-1.1	-5	-1	5	19	0
CN(C)C(=O)c1ccc(NC(=O)CSc2nc3ccccc3[nH]2)cc1	-0.1	-5	2	-0.3	-1	-8	4	-6	0
Cn1c(SCc2ccc(C#N)cc2)nnc1-c1ccncc1	0.0	-1	4	1.1	6	0	1	14	0
Cc1cc(C(=O)NNc2ccc(F)cc2F)no1	0.1	-4	-6	-0.4	4	-3	-1	17	0
Cc1cc(C(=O)NNC(=O)c2cccc(N(C)C)c2)c(C)o1	0.0	3	1	-1.2	1	-5	-2	1	1

From PubChem BioAssay
